Bioassay records from PubChem.
APJ antagonist: APJ receptor antagonism; P35414; CHO-K1 APJ beta-arrestin complementation, luminescence; inhibition, % at 20 µM; 330,000 tested, 0.32% active; AID 2521;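 active means inhibition above about 40% at 20 µM, limit read from the data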;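 further: cells challenged with 10 nM apelin-13 agonist together with compound; plate controls were apelin-13 plus DMSO wells for no effect and DMSO wells lacking apelin-13 for full effect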
APJ agonist: APJ receptor agonism; P35414; CHO-K1 APJ PathHunter beta-arrestin, luminescence; 0% DMSO wells, 100% apelin; activation, % at 20 µM; 330,000 tested, 0.11% active; AID 2520;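 active means activation more than six SD over the plate average, tested at 20 µM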;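 further: 0% = DMSO alone and 100% = apelin-13 at 10 nM; some results filed as inactive read as strong as hits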
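assay system = CHO-K1 APJ beta-arrestin complementation cell line | input = cell density 1000 per well | dosing = compound 20 µM once, DMSO 1% | timing = compound 90 min 25 °C, reagent 1 h | measured by = luminescence from split beta-galactosidase complementation, Galacton Star/Emerald II substrate | read-out basis = APJ agonist activity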
tim23-1 inh: tim23-1 yeast growth inhibition; S. cerevisiae tim23-1 growth, BacTiter-Glo luminescence, 24 h; inhibition, % at 20 µM; 330,000 tested, 1.3% active; AID 463212;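 active means growth inhibition of the mutant yeast at or above 50%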;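 further: temperature-sensitive mutant grown at 25 °C; plate controls were DMSO-treated mutant yeast for no effect and medium wells lacking yeast for full effect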
Jurkat NFkB inh: inhibitors of the PMA/ionomycin-induced NF-kB reporter in Jurkat cells; PMA/ionomycin-induced NF-kB luciferase reporter, luminescence; inhibition, % at 4 µM; 330,000 tested, 0.53% active; AID 435003; in the data active means inhibition above about 50%
Mdm2-MdmX inh: human Mdm2/MdmX binding inhibition; inhibition, % at 8 µM; SaOS-2 split-luciferase Mdm2/MdmX complementation, luminescence; 330,000 tested, 3% active;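 active means inhibition of at least 50% at 8 µM in the primary screen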
Target sequence (O15151 whole entry, looked up): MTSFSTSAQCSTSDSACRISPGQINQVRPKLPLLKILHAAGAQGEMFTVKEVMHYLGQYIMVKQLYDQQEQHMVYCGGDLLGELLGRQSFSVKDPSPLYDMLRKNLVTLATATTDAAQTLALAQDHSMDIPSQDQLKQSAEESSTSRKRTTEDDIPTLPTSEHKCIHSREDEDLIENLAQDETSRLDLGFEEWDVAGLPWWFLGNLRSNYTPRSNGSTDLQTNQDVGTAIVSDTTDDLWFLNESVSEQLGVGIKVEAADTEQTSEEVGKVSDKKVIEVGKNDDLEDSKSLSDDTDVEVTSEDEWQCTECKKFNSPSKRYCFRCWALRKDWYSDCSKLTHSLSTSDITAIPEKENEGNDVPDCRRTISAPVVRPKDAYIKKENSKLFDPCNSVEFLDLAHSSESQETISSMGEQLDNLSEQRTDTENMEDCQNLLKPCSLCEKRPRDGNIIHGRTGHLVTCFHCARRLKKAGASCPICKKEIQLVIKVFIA
Target sequence (Q00987 whole entry, looked up): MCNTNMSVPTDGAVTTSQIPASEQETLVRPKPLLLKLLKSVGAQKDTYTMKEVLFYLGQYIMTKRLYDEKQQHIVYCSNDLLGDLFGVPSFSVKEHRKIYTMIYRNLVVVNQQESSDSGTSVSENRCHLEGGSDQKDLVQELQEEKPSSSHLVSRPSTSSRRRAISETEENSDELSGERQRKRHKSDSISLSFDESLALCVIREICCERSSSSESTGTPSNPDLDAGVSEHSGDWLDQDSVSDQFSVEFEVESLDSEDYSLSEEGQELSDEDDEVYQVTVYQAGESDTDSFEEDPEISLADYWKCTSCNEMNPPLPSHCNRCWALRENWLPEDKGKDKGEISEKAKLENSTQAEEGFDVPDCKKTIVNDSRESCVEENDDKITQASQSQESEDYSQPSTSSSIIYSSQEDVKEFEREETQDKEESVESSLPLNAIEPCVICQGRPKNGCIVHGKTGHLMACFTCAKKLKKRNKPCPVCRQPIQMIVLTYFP
XBP1 UPR activ: adaptive UPR (XBP1) activation. CHO-XBP1 luciferase reporter, IRE1-XBP1 UPR activation, luminescence; percent of tunicamycin response, DMSO as zero. activation, % at 20 µM. 330,000 tested, 0.33% active;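 active means versus positive control, 20 µM dose yields 30% or more activation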;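 further: 100% = tunicamycin at 10 µg/mL and 0% = DMSO only wells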
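Material – CHO cell line with stable XBP1 luciferase reporter · Buffer or medium – F12 plus 10% FBS · Compound – single point, 20 µM final compound, 1% DMSO · Schedule – 16-18 h cell attachment at 37 °C, then 6 h compound exposure · Signal – Steady-Glo luminescence read · Benchmarks – high control tunicamycin 10 µg/mL final, low control DMSO vehicle only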
697 NFkB inh: lowers PMA/ionomycin-induced NF-kB signal in 697 B cells; 697 B-cell NF-kB luciferase reporter, 16 h; inhibition, % at 4 µM; AID 435022; 330,000 tested, 0.33% active; in the data active means inhibition above about 35%
UPR CHOP act: apoptotic UPR (CHOP) activation; 330,000 tested, 0.34% active; activation, % at 10 µM; CHO-CHOP luciferase reporter, luminescence; percent of tunicamycin response over DMSO baseline;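 active means at 10 µM dose, activation of 40% or more, normalized to positive control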;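 further: 100% = tunicamycin at 10 µg/mL and 0% = DMSO alone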
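Assay system: CHO cells with stable CHOP pathway luciferase reporter; Buffer or medium: F12 plus 10% serum; Times: 16-18 h cell attachment, then 6 h compound exposure, 37 °C; Signal: luciferase luminescence; Read-out basis: percent activation relative to tunicamycin control; Control set: tunicamycin high control, DMSO low control.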
Active calls of the source: *.

SMILES	APJ antagonist	APJ agonist	tim23-1 inh	Jurkat NFkB inh	Mdm2-MdmX inh	XBP1 UPR activ	697 NFkB inh	UPR CHOP act
COC(=O)[C@]1(C)N[C@H](c2ccc(-c3ccc(F)cc3)cc2)[C@@H]2C(=O)N(C)C(=O)[C@@H]21	15	1	9	0	9	2	-5	0.8
C[C@@H]1CN([C@@H](C)CO)C(=O)c2cccc(NS(C)(=O)=O)c2O[C@H]1CN(C)Cc1ccc(C(=O)O)cc1	0	-2	15	8	-18	-1	16	-1.7
CCN1CCN(c2ncnc3scc(-c4ccc(C)c(C)c4)c23)CC1	25	-3	10	19	42	0	5	1.5
CS(=O)(=O)N(CC(=O)NCc1ccncc1)C1CCCCC1	2	-2	2	3	6	-2	22	0.8
Cc1cc(NS(=O)(=O)c2ccc(NC(=O)COc3cc(C)c(Cl)c(C)c3)cc2)no1	-28	0	5	-6	4	1	-17	-2.3
C=CCSC1=C(C#N)C(c2ccccc2)CC(=O)N1 (configuration not stated)	-8	-2	11	-13	6	2	-11	-2.1
CCc1ccc(CNn2cnnc2SCC(=O)NC(C)(C)C)cc1	-5	-3	0	-11	-10	0	-4	1.9
Cc1sc2nc(CN3CCOCC3)nc(Cl)c2c1C	1	-1	16	-13	-18	-1	-5	-0.6
COc1cccc(NC(=O)CSc2ccc3nnc(-c4cccnc4)n3n2)c1	15	-1	9	9	9	-2	-20	-0.3
O=c1[nH][nH]c(-c2ccccc2O)c1C(C[N+](=O)[O-])c1ccccc1 (configuration not stated)	-10	1	42	10	10	0	-27	5.7
O=C(O)C1C2CCC(C2)C1C(=O)NCc1ccco1 (configuration not stated)	11	0	10	12	-3	0	25	0.0
Cc1cnc(C(=O)OCC(=O)N2c3ccccc3NC(=O)C2(C)C)cn1	11	-4	-3	10	29	1	10	-2.0
O=C1CCc2cc(S(=O)(=O)N3CCC(C(=O)NCc4ccccc4Cl)CC3)ccc2N1	3	0	-1	14	21	-4	18	0.2
COc1cc(C(=O)N2CCC(NC(=O)C(Cc3ccc(C)cc3)NC(C)=O)CC2)cc(OC)c1OC (configuration not stated)	24	2	18	4	14	-3	8	-0.1
COc1ccc(N2CC(C(=O)N[C@H](C(=O)NC3CCCCC3)C(C)C)CC2=O)cc1 (some centres not stated)	-3	0	-16	-9	15	-5	-5	1.5
Cc1ccc(CN2CCN(/N=C/c3cccnc3)CC2)c(C)c1	1	-4	7	6	-2	1	-20	0.4
O=C(c1ccco1)N1CCN(c2ncnc3c(-c4ccccc4)nsc23)CC1	2	5	20	-61	-139	-1	-67	6.0
COc1ccc(C2NC3=C(CCC3)C3(C#N)C4(N=C(N)C23C#N)OCCO4)cc1 (configuration not stated)	2	0	15	-27	-16	-12	23	-7.4
COCC(C)N=C1NN=C(c2cc(C)n(Cc3ccccc3Cl)c2C)CS1 (configuration not stated)	6	0	2	-21	49	-3	-20	6.7
Cc1cccc(C)c1NC(=O)C1CCCN1C(=O)Nc1cccc(F)c1 (configuration not stated)	32	-4	8	-10	-29	-3	-12	-1.0

Quoted at random: 2 entries already listed
SMILES	APJ antagonist	APJ agonist	tim23-1 inh	Jurkat NFkB inh	Mdm2-MdmX inh	XBP1 UPR activ	697 NFkB inh	UPR CHOP act
COCC(C)N=C1NN=C(c2cc(C)n(Cc3ccccc3Cl)c2C)CS1 (configuration not stated)	6	0	2	-21	49	-3	-20	6.7
COc1cc(C(=O)N2CCC(NC(=O)C(Cc3ccc(C)cc3)NC(C)=O)CC2)cc(OC)c1OC (configuration not stated)	24	2	18	4	14	-3	8	-0.1

Of the compounds above, these contain an aryl methoxy group.
SMILES	APJ antagonist	APJ agonist	tim23-1 inh	Jurkat NFkB inh	Mdm2-MdmX inh	XBP1 UPR activ	697 NFkB inh	UPR CHOP act
COc1cccc(NC(=O)CSc2ccc3nnc(-c4cccnc4)n3n2)c1	15	-1	9	9	9	-2	-20	-0.3
COc1cc(C(=O)N2CCC(NC(=O)C(Cc3ccc(C)cc3)NC(C)=O)CC2)cc(OC)c1OC (configuration not stated)	24	2	18	4	14	-3	8	-0.1
COc1ccc(N2CC(C(=O)N[C@H](C(=O)NC3CCCCC3)C(C)C)CC2=O)cc1 (some centres not stated)	-3	0	-16	-9	15	-5	-5	1.5
COc1ccc(C2NC3=C(CCC3)C3(C#N)C4(N=C(N)C23C#N)OCCO4)cc1 (configuration not stated)	2	0	15	-27	-16	-12	23	-7.4

The listing continues.
SMILES	APJ antagonist	APJ agonist	tim23-1 inh	Jurkat NFkB inh	Mdm2-MdmX inh	XBP1 UPR activ	697 NFkB inh	UPR CHOP act
COC(=O)c1sc2nc(SCc3ccccc3C)n(N)c(=O)c2c1C	0	-4	6	10	35	13	12	2.1
COc1cccc(CNCCSc2nnnn2C)c1	6	1	2	-6	-9	1	3	0.6
CCN(CC)S(=O)(=O)c1cccc(NC(=O)C2SC(=Nc3ccc(C)cc3C)C(C(=O)NC(C)COC)=C2N)c1 (configuration not stated)	9	0	12	2	15	6	-7	25
COc1ccc(/C=C(\NC(=O)c2ccccc2Cl)C(=O)NCCCC(=O)O)cc1	11	-2	9	4	11	2	11	-0.2
COc1cccc(CN2CCNC(=O)C2CC(=O)NCCOc2cccnc2)c1 (configuration not stated)	13	-2	8	-1	-6	3	7	-2.3
O=C(NCc1ccccn1)c1ccco1	18	0	-7	-5	-11	1	2	0.8
CCOc1ccc(NC(=O)c2cc3cc4ccc(C)cc4nc3o2)cc1	3	5	3	27	26	-2	-31	0.8
Cc1ccc(S(=O)(=O)N(CC(=O)N2CCC(C)CC2)c2cccc(C)c2)cc1	-4	-6	32	-3	16	-2	18	-2.4
C=CCCC(=O)N1CCC(n2nccc2NC(=O)c2ccccc2C)CC1	-16	5	13	11	-15	1	-1	1.3
Cc1c(Br)c([N+](=O)[O-])nn1CC(=O)Nc1nccs1	25	-3	7	-13	-18	2	-15	2.0
CO/N=C/NC(=O)c1c(OC)ccnc1Oc1ccc(F)cc1	1	-2	4	-8	23	-3	10	-1.2
Cc1ccc2c(c1)OC(=O)CC2c1ccccc1 (configuration not stated)	-16	2	25	-6	20	0	15	-3.0
O=C(Nc1cc(N2CCOCC2)ncn1)NC1(C(F)(F)F)Oc2ccc(Cl)cc2O1 (configuration not stated)	-29	4	14	35	31	9	-113	14
CN(C(=O)COC(=O)COc1ccc2ccccc2c1)c1c(N)n(Cc2ccccc2)c(=O)[nH]c1=O	13	-1	18	6	17	-1	-12	-1.8
COc1ccc(CN(C(=O)c2oc3cc(C)ccc3c2C)C2CCS(=O)(=O)C2)cc1OC (configuration not stated)	13	-3	28	-3	23	2	-1	1.2
CCOc1ccc(N2CC(C(=O)N3CCCc4ccccc43)CC2=O)cc1 (configuration not stated)	-7	3	35	-40	6	0	-31	1.9
COc1ccc(C)cc1NC(=O)c1ccc([N+](=O)[O-])cc1[N+](=O)[O-]	-47	2	10	23	0	1	0	-1.4
CC(C)(C)c1cc(C(=O)NNC(=O)Nc2cccc(Cl)c2)n(Cc2ccccc2)n1	8	0	2	10	24	-2	7	-0.6
Cc1ccc2c(COC(=O)c3ccccc3F)cc(=O)oc2c1	-6	-1	-5	-109	49	-13	-84	-3.8
CCOC(=O)CSC1=NN2CCS(=O)(=O)N=C2S1	-13	-4	3	1	3	3	6	-0.5
CS(=O)(=O)N(CC(=O)N1CCN(c2ccccc2)CC1)c1ccc(Cl)c(C(F)(F)F)c1	-17	-2	20	4	15	-1	-16	-0.3
CC1CCCC(n2c(=S)[nH]c3ccccc3c2=O)C1C (configuration not stated)	-5	3	28	-18	0	3	-38	-1.3
CCOC(=O)c1c(C)[nH]c(C)c1S(=O)(=O)N1CCN(c2ccc([N+](=O)[O-])cc2)CC1	3	0	14	10	25	-1	-14	0.1
Cc1ccc2c(c1)N(CC(=O)N1CCCCCC1)C(=O)C(C)O2 (configuration not stated)	-3	0	7	0	-4	-1	-8	0.4
O=C(Nc1cccc(C(F)(F)F)c1)c1cc(Br)cc2c1OCC2	10	1	6	-2	-2	2	-1	-0.4
COc1ccccc1CN(CC(=O)NCc1ccc2c(c1)OCO2)C(=O)c1csnn1	-19	-2	10	-3	-10	-5	21	0.7
CCC1CCC(c2nnc(-c3ccc(Br)cc3)o2)CC1 (configuration not stated)	-2	-4	19	-2	-37	-3	-3	4.4
COc1ccc(/C=N/NC(=O)c2[nH]c(C)c(C(=O)N/N=C/c3ccc(OC)cc3)c2C)cc1	0	2	-17	8	8	-2	-4	5.0
O=C(O)c1ccc2noc(-c3ccccc3)c2c1	10	-1	-4	-14	8	-1	-83	4.0
Cc1cccc(CN2CCN(CC(=O)NCc3cccs3)C2=O)c1	4	0	3	-28	-2	-1	-45	-1.6
COc1ccc(C(CNC(=O)c2cccc(S(=O)(=O)Nc3cccc(C)c3)c2)N2CCOCC2)cc1 (configuration not stated)	15	-4	4	8	-8	-2	-12	3.7
Cc1cc(C)cc(NC(=O)COC(=O)CN=C2NS(=O)(=O)c3ccccc32)c1	9	0	8	15	21	2	4	1.9
COc1ccc(C(CNC(=O)c2cc(S(=O)(=O)N3CCN(c4ccccc4)CC3)ccc2Cl)N(C)C)cc1 (configuration not stated)	-4	-5	16	17	32	-2	-17	0.4
CC(C)CC(=O)N1CCN(S(=O)(=O)c2ccc3ccccc3c2)CC1	8	-1	17	15	23	3	-13	-0.1
O=C1CCC(C(=O)Nc2ccc(Cl)cc2)N1 (configuration not stated)	1	5	9	-8	-5	-2	-30	-0.1
COc1ccc(-c2nc(NC(=O)Cn3cnnn3)sc2C)cc1	-4	-3	4	9	-2	4	11	0.4
Clc1ccc(-c2nc3ncccn3c2Nc2ccc3c(c2)OCO3)cc1	-24	7	-12	-22	9	8	-26	0.5
Cn1c(=N)n(CC(=O)c2ccc(Cl)c(Cl)c2)c2ccccc21	-14	-1	17	-77	78*	-2	-439	1.7
O=C(OCc1cccc(Cl)c1)c1cc(S(=O)(=O)N2CCCCC2)ccc1N1CCOCC1	5	-3	13	8	24	-5	0	3.2
